High-throughput results as filed in PubChem.
TDP1 cell noCPT: qHTS for Inhibitors of human tyrosyl-DNA phosphodiesterase 1 (TDP1): qHTS in cells in absence of CPT; Potency, µM (doses to about 46.2 µM), inactives show top-dose activity change, negative = growth inhibition, hits mostly inhibitors; hit rate 15% among 420,000; DT40 Tdp1-/- hTDP1 cells, no CPT, ATP luminescence, 48 h; further: nearly all actives have a fitted effect of over 55% in size
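DT40 Tdp1-/-;hTDP1 cells, no CPT (DMSO vehicle only), 400 cells/well; compounds pin-transferred; ≥48 hr, 37 °C; CellTiter-Glo 30 min RT dark, luminescence read.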
TDP1 cell CPT: qHTS for Inhibitors of human tyrosyl-DNA phosphodiesterase 1 (TDP1): qHTS in cells in presence of CPT. hit rate 12% among 420,000. chicken DT40 Tdp1-/-;hTDP1 cells + 20 nM CPT, ATP luminescence, 48 h. Potency, µM (titrated, usually from 46.2 µM), inactives show top-dose activity change, negative = growth inhibition, usual class: inhibitors; further: nearly all actives have a fitted effect of over 55% in size
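Chicken DT40 Tdp1-/- cells stably complemented with human TDP1 were seeded at 400 cells/well in medium containing 20 nM camptothecin, exposed to pin-transferred compounds, and grown at 37 °C for at least 48 hr. Viability was read as ATP luminescence.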
GCN5L2 inh: qHTS Assay for Inhibitors of GCN5L2. AID 504327, 2011. GCN5L2 HAT assay, ThioGlo1 CoA-SH fluorescence. Histone acetyltransferase KAT2A (Homo sapiens), Q92830. hit rate 0.21% among 390,000. Potency, µM (top dose mostly 58.9 µM), inactives show at the top dose activity change, negative = inhibition, actives largely listed as inhibitors
Target sequence (Q92830 whole entry, looked up): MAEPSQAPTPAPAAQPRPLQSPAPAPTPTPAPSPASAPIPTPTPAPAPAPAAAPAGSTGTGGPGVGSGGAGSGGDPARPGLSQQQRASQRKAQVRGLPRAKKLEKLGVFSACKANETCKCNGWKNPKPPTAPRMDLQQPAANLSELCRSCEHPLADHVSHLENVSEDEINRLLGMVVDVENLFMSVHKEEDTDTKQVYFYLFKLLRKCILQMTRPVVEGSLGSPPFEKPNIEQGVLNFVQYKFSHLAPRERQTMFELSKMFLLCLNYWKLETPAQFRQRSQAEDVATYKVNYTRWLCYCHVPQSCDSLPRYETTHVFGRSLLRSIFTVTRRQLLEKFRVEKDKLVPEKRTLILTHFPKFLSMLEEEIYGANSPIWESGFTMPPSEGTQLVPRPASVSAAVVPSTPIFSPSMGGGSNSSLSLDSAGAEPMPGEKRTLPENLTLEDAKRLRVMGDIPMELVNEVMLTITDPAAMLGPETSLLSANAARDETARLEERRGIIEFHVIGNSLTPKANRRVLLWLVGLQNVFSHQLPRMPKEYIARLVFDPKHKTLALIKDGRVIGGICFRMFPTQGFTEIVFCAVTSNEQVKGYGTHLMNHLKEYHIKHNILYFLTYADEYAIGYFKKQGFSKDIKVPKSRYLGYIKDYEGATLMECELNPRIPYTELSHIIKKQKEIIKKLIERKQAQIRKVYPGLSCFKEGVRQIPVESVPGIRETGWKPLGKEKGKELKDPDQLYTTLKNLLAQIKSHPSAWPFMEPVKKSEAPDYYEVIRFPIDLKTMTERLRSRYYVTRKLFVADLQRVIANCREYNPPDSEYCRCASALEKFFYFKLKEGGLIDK
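Compounds, pin-transferred from DMSO stocks, meet 20nM GCN5L2 for 15 min before the reaction begins with H3(1-25) peptide (75uM) and acetyl-CoA (70uM). Thiol-reactive ThioGlo1 reports CoA release over 20 min at room temperature.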
* hit, by the source's call; ? = inconclusive; / = no result given. The call rests on the fitted dose curve; in most records, active means well fitted curve in the direction sought with a large enough effect; inconclusive means small, poorly fitted or top-dose-only effect, or another doubt; inactive means no such curve, though single readings can be large; an effect the other way counts as inactive or inconclusive. On the % scale 0 is the no-effect control and ±100 the full control effect; potency means the concentration at half of the fitted maximal effect.

Cc1sc(NC(=O)CSc2nnc3scc(-c4ccccc4)n23)c(C#N)c1C
  TDP1 cell noCPT = ?
  TDP1 cell CPT = ?
  GCN5L2 inh = -10.9%
COC(=O)c1ccc(C(=O)N2CCCC(Nc3ccc(C(C)C)cc3)C2)nc1 (stereo not given)
  TDP1 cell noCPT = -13.5%
  TDP1 cell CPT = ?
  GCN5L2 inh = -0.9%
CCc1ccc(S(=O)(=O)/N=C2\C=C(Nc3ccc(C(=O)O)cc3)C(=O)c3ccccc32)cc1
  TDP1 cell noCPT = 23.1µM*
  TDP1 cell CPT = 18.4µM*
  GCN5L2 inh = -0.8%
Cc1cc(-n2c(C)cc(C(=O)CN3C(=O)NC4(CCCCCC4)C3=O)c2C)no1
  TDP1 cell noCPT = ?
  TDP1 cell CPT = -24.5%
  GCN5L2 inh = -0.7%
O=C(Nc1cccc2ccccc12)/C(=C/c1ccc([N+](=O)[O-])cc1)NC(=O)c1ccccc1
  TDP1 cell noCPT = 20.6µM*
  TDP1 cell CPT = 8.2µM*
  GCN5L2 inh = ?
CCOC(=O)C1(CCOC)CCN(Cc2nc(C(C)C)cs2)CC1
  TDP1 cell noCPT = 25.9µM*
  TDP1 cell CPT = ?
  GCN5L2 inh = -28.9%
CC(C)(C)OC(=O)NCC1CCC(C(=O)NC[C@H](CC(=O)O)c2ccc(Cl)cc2)CC1 (stereo not given in full)
  TDP1 cell noCPT = -5.2%
  TDP1 cell CPT = -6.4%
  GCN5L2 inh = -13.6%
COc1ccc(-n2c(=O)[nH]cc(C(=O)N3CCCc4ccccc43)c2=O)cc1
  TDP1 cell noCPT = -2.7%
  TDP1 cell CPT = -8.9%
  GCN5L2 inh = -3.1%
O=C(Cn1ncc2c([nH]c3ccccc32)c1=O)Nc1cccc(C(F)(F)F)c1
  TDP1 cell noCPT = 1.9%
  TDP1 cell CPT = 0.5%
  GCN5L2 inh = -4.7%
Cc1c(C)n(Cc2ccccc2)c2ccc(C(=O)NCCN3CCOCC3)cc12
  TDP1 cell noCPT = -29.0%
  TDP1 cell CPT = ?
  GCN5L2 inh = 0.8%
Cc1ccccc1C(=O)NNC(=O)c1ccoc1C
  TDP1 cell noCPT = -4.8%
  TDP1 cell CPT = -11.9%
  GCN5L2 inh = -0.4%
CSCC[C@H](NC(=O)N1CCn2c1nc1ccccc12)C(=O)NCc1ccco1
  TDP1 cell noCPT = 3.6%
  TDP1 cell CPT = ?
  GCN5L2 inh = -13.6%
COc1ccccc1/C=C(/CC(=O)NCc1ccccc1)c1nc2ccccc2s1
  TDP1 cell noCPT = ?
  TDP1 cell CPT = ?
  GCN5L2 inh = -14.9%
O=C(Oc1cccc([N+](=O)[O-])c1)N1CCCCC1
  TDP1 cell noCPT = -19.8%
  TDP1 cell CPT = -4.4%
  GCN5L2 inh = -1.6%
N#CCc1ccc(OC(=O)c2cccnc2Cl)cc1
  TDP1 cell noCPT = -17.1%
  TDP1 cell CPT = -19.7%
  GCN5L2 inh = /

COc1ccccc1CN1CCNC(=O)C1CC(=O)NCC1CCOCC1 (stereo not given)
  TDP1 cell noCPT = -6.7%
  TDP1 cell CPT = -10.5%
  GCN5L2 inh = -1.4%
COc1ccc(CNC(=O)C(C)OC(=O)CCN2C(=O)C3CC=CCC3C2=O)cc1 (stereo not given)
  TDP1 cell noCPT = -2.5%
  TDP1 cell CPT = 2.8%
  GCN5L2 inh = 0.8%
CCCCNC(=O)Nc1ncn[nH]1
  TDP1 cell noCPT = -17.0%
  TDP1 cell CPT = -0.8%
  GCN5L2 inh = 2.8%
CCC1(C2CCN(Cc3ccc(C)s3)CC2)NC(=O)N(CC2COc3ccccc3O2)C1=O (stereo not given)
  TDP1 cell noCPT = 20.6µM*
  TDP1 cell CPT = ?
  GCN5L2 inh = /
Cc1ccc(SC(C)C(=O)NCC(C)C)cc1 (stereo not given)
  TDP1 cell noCPT = -1.7%
  TDP1 cell CPT = -12.5%
  GCN5L2 inh = -8.2%
COc1ccc(OCC(=O)Nc2ccc(S(=O)(=O)N3CCOCC3)cc2)cc1
  TDP1 cell noCPT = -19.4%
  TDP1 cell CPT = 0.1%
  GCN5L2 inh = -2.1%
CCN1N=C(c2ccccc2)CCC1=O
  TDP1 cell noCPT = 0.9%
  TDP1 cell CPT = 0.1%
  GCN5L2 inh = -1.2%
COc1ccc(CCCc2nnc(SCC(=O)N/N=C\c3ccc(O)c(OC)c3)o2)cc1C
  TDP1 cell noCPT = ?
  TDP1 cell CPT = 14.6µM*
  GCN5L2 inh = -15.2%
COC(=O)N1CCC2(CC1)CN(c1ccccn1)C2
  TDP1 cell noCPT = -6.8%
  TDP1 cell CPT = 7.3%
  GCN5L2 inh = -8.0%
CCOC(OCC)c1cn(Cc2ccc(C(=O)c3ccccc3)cc2)nn1
  TDP1 cell noCPT = 23.1µM*
  TDP1 cell CPT = 23.1µM*
  GCN5L2 inh = -2.9%
Cc1cccc(CNc2ccnc(-c3ccc(N(C)C)cc3)n2)c1
  TDP1 cell noCPT = 11.6µM*
  TDP1 cell CPT = -106.8%
  GCN5L2 inh = -15.1%
O=C(CSc1nc(=O)n2ccccc2n1)NC1CCCCC1
  TDP1 cell noCPT = -1.4%
  TDP1 cell CPT = 5.0%
  GCN5L2 inh = 2.8%
O=S(=O)(c1ccc(C2CCCCC2)cc1)N1CCCC1
  TDP1 cell noCPT = ?
  TDP1 cell CPT = ?
  GCN5L2 inh = -3.8%
CCN(CC)S(=O)(=O)c1ccc2nc(NC(=O)c3ccco3)sc2c1
  TDP1 cell noCPT = -2.9%
  TDP1 cell CPT = -15.4%
  GCN5L2 inh = -0.9%
CCCNCc1cc(OCC)c(OCC(=O)Nc2ccccc2)cc1Br
  TDP1 cell noCPT = -14.8%
  TDP1 cell CPT = ?
  GCN5L2 inh = 0.5%

Cc1cccc(NC(=O)C2CC(=O)n3ncnc3N2)c1 (stereo not given)
  TDP1 cell noCPT = 8.6%
  TDP1 cell CPT = 5.0%
  GCN5L2 inh = 3.5%
COc1ccccc1N(CC(=O)N/N=C/c1c(O)ccc2ccccc12)S(C)(=O)=O
  TDP1 cell noCPT = 5.8µM*
  TDP1 cell CPT = 5.17µM*
  GCN5L2 inh = -8.4%
O=C(NCCCN1CCCC1=O)C(=O)Nc1cccc(F)c1
  TDP1 cell noCPT = ?
  TDP1 cell CPT = -3.5%
  GCN5L2 inh = -10.1%
CCCNS(=O)(=O)c1ccc(OCC(=O)NCc2ccc3c(c2)OCO3)cc1
  TDP1 cell noCPT = -21.0%
  TDP1 cell CPT = 2.9%
  GCN5L2 inh = -29.4%
COc1ccc(C(=O)N/C(=C\c2ccco2)C(=O)NCc2ccco2)cc1
  TDP1 cell noCPT = 14.6%
  TDP1 cell CPT = -9.2%
  GCN5L2 inh = -19.7%
Cc1ccc(S(=O)(=O)N(C)c2nc3ccccc3n3c(C(C)C)nnc23)cc1
  TDP1 cell noCPT = ?
  TDP1 cell CPT = ?
  GCN5L2 inh = -0.7%
C[C@@H]1CN([C@@H](C)CO)C(=O)CCCn2nncc2CO[C@@H]1CN(C)C(=O)c1ccc2ccn(C)c2c1
  TDP1 cell noCPT = -0.7%
  TDP1 cell CPT = 18.6%
  GCN5L2 inh = /
CCOc1ccc(C(=O)NCc2ccccn2)cc1
  TDP1 cell noCPT = -7.7%
  TDP1 cell CPT = -13.5%
  GCN5L2 inh = 4.2%
O=[N+]([O-])c1ccc(-c2csc(N3CCCCCC3)n2)cc1
  TDP1 cell noCPT = 6.4%
  TDP1 cell CPT = 12.3%
  GCN5L2 inh = -4.6%
COc1ccc(Nc2c(-c3cccc(OC)c3)nc3nc(C)cc(C)n23)cc1
  TDP1 cell noCPT = 20.6µM*
  TDP1 cell CPT = ?
  GCN5L2 inh = /
CN(CC(=O)Nc1ccccc1C(=O)NC1CC1)Cc1cccs1
  TDP1 cell noCPT = 7.0%
  TDP1 cell CPT = 0.9%
  GCN5L2 inh = -2.6%
O=C(COc1ccc(F)cc1)Nc1cc(S(=O)(=O)N2CCCCC2)ccc1N1CCCCC1
  TDP1 cell noCPT = 18.4µM*
  TDP1 cell CPT = 13µM*
  GCN5L2 inh = -6.3%
CN(C)CCCNC(=O)c1ccc(Cl)c(S(=O)(=O)N(C)c2ccccc2)c1
  TDP1 cell noCPT = -16.4%
  TDP1 cell CPT = -35.5%
  GCN5L2 inh = -5.6%
CCc1nn2cc(C(=O)c3cc(Cl)ccc3O)cnc2c1-c1ccc(F)cc1
  TDP1 cell noCPT = ?
  TDP1 cell CPT = ?
  GCN5L2 inh = -25.2%
c1ccc(-n2c3ccccc3c3ccccc32)cc1
  TDP1 cell noCPT = ?
  TDP1 cell CPT = ?
  GCN5L2 inh = -6.2%
Cc1nc2c(c(C)c1CCC(=O)Nc1cccc(C(F)(F)F)c1)c(=O)n(C)c(=O)n2C
  TDP1 cell noCPT = 16.4µM*
  TDP1 cell CPT = ?
  GCN5L2 inh = 1.9%

Filtered by structure: the compounds so far containing an aryl methoxy group
COc1ccc(-n2c(=O)[nH]cc(C(=O)N3CCCc4ccccc43)c2=O)cc1
  TDP1 cell noCPT = -2.7%
  TDP1 cell CPT = -8.9%
  GCN5L2 inh = -3.1%
COc1ccccc1/C=C(/CC(=O)NCc1ccccc1)c1nc2ccccc2s1
  TDP1 cell noCPT = ?
  TDP1 cell CPT = ?
  GCN5L2 inh = -14.9%
COc1ccccc1CN1CCNC(=O)C1CC(=O)NCC1CCOCC1 (stereo not given)
  TDP1 cell noCPT = -6.7%
  TDP1 cell CPT = -10.5%
  GCN5L2 inh = -1.4%
COc1ccc(CNC(=O)C(C)OC(=O)CCN2C(=O)C3CC=CCC3C2=O)cc1 (stereo not given)
  TDP1 cell noCPT = -2.5%
  TDP1 cell CPT = 2.8%
  GCN5L2 inh = 0.8%
COc1ccc(OCC(=O)Nc2ccc(S(=O)(=O)N3CCOCC3)cc2)cc1
  TDP1 cell noCPT = -19.4%
  TDP1 cell CPT = 0.1%
  GCN5L2 inh = -2.1%
COc1ccc(CCCc2nnc(SCC(=O)N/N=C\c3ccc(O)c(OC)c3)o2)cc1C
  TDP1 cell noCPT = ?
  TDP1 cell CPT = 14.6µM*
  GCN5L2 inh = -15.2%
COc1ccccc1N(CC(=O)N/N=C/c1c(O)ccc2ccccc12)S(C)(=O)=O
  TDP1 cell noCPT = 5.8µM*
  TDP1 cell CPT = 5.17µM*
  GCN5L2 inh = -8.4%
COc1ccc(C(=O)N/C(=C\c2ccco2)C(=O)NCc2ccco2)cc1
  TDP1 cell noCPT = 14.6%
  TDP1 cell CPT = -9.2%
  GCN5L2 inh = -19.7%
COc1ccc(Nc2c(-c3cccc(OC)c3)nc3nc(C)cc(C)n23)cc1
  TDP1 cell noCPT = 20.6µM*
  TDP1 cell CPT = ?
  GCN5L2 inh = /
